Spn MK inh: inhibitors of Streptococcus pneumoniae mevalonate kinase | 0.48% of 65,000 active | AID 555 | inhibition, % at 10 µM | purified MK, PK/LDH-coupled NADH absorbance 340 nm;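 active = ranked among the strongest by inhibition in the single 10 µM screen, a fixed top-ranked set picked for dose follow-up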; note: no value below 0 was filed
Spn DPM-DC inh: blocks S. pneumoniae diphosphomevalonate decarboxylase. purified DPM-DC, PK/LDH coupled NADH fluorescence. calls only at 10 µM. 0.49% of 65,000 active. AID 556;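 active = the 320 compounds with the highest percent inhibition in the single-dose primary screen, excluding strongly autofluorescent ones, cut at about 32% in these data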;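 note: kinetic rate of NADH fluorescence loss reporting ADP formed by the decarboxylase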
HPDE-C7K KRASV12: viability loss of HPDE-C7K cells – cell-based, fluorescence, HTS, primary screen (AID 431); HPDE-C7K KRASV12 cells, Alamar Blue viability, 48 h; higher % means a stronger effect; one-dose cytotoxicity, % at 10 µM; EC50 in µM for titrated hits; 1.7% of 63,000 active;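 active = compounds whose percent cytotoxicity in the single-dose primary screen, scaled between solvent and toxic-drug controls, exceeds 50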;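 note: 0% = DMSO solvent wells and 100% = doxorubicin-treated wells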
HT1080 cytotoxicity: HT1080 cell viability loss – fluorescence readout (AID 620) | HT1080 viability, fluorescence; higher % means a stronger effect | one-dose cytotoxicity, % at 10 µM; EC50 in µM for titrated hits | 0.42% of 87,000 active;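 note: cells exposed to compound overnight then 4 h with Alamar Blue; 0% = vehicle DMSO and 100% = killing control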
Alkaline phosphatase: human TNAP enzyme inhibitors, biochemical, luminescent (AID 518); 0.09% of 64,000 active; purified TNAP enzyme, luminescent substrate readout; higher % means a stronger effect; one-dose inhibition, % at 20 µM; IC50 in µM for titrated hits; in the data active = a potency from the dose series; inactive = the rest, 99 in 100 with inhibition below about 22%;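 note: plate controls were vehicle for no effect and reference inhibitor for full effect; many of its hits are not listed in these tables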
PMK inhibit: S. pneumoniae PMK inhibition | inhibition, % at 10 µM | AID 539 | 0.49% of 65,000 active | purified PMK, PK/LDH-coupled NADH absorbance 340 nm;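 active = top-ranked compounds by inhibition in the single 10 µM screen, taking a fixed number of the strongest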;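 note: 0% = full reaction with DMSO carrier and 100% = background rate without enzyme reaction; no value below 0 was filed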
LYP inhibition: inhibition of human PTPN22 tyrosine phosphatase – biochemical, DiFMUP fluorescence, recombinant catalytic domain, 10 µM, primary screen (AID 606) | recombinant LYP catalytic domain, DiFMUP fluorescence; higher % means a stronger effect | inhibition, % at 10 µM, or IC50 in µM where a hit was titrated | 52,000 tested, under 10 active;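 active = IC50 under 40 µM in the dose-response test; inactive = IC50 of 40 µM or more, or never dose-tested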
HPDE-C7 viability: HPDE-C7 pancreatic duct cell viability loss – fluorescence, HTS (AID 430). HPDE-C7 pancreatic duct cells viability, fluorescence; higher % means a stronger effect. one-dose cytotoxicity, % at 10 µM; EC50 in µM for titrated hits. 1.8% of 63,000 active;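 note: cells exposed to compound for 48 hours before viability readout; 0% = vehicle and 100% = reference cytotoxic drug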
Bfl-1 inhibitors: Bfl-1 inhibitors, primary screen, biochemical, fluorescence polarization, FITC-Bid, mouse (AID 432). FITC-Bid BH3 peptide fluorescence polarization displacement; higher % means a stronger effect. one-dose displacement, % at 20 µM; IC50 in µM for titrated hits. 0.02% of 64,000 active; in the data active = a potency from the dose series; inactive = the rest, 99 in 100 with displacement below about 15%; note: strong numbers were not always called active
PMK inhibit pilot replicates: second read-out of PMK inhibit, no call of its own (marks repeat the call); inhibition, %; measured here: pilot screen replicates
Spn MK inh pilot replicates: further read-out of Spn MK inh, marked with its call; inhibition, %; measured here: pilot screen replicates
Spn DPM-DC inh pilot screen %: recorded beside Spn DPM-DC inh, whose call it bears; inhibition, %; measured here: pilot screen trials
Active calls of the source: *; i = inactive; . = no result given. Cut-off read from the data, not from the text of the source, unless noted: active = cytotoxicity above about 50%; inactive = the rest. Compounds as they come; about 3.4% have a hit in one of these screens.

SMILES | Spn MK inh | Spn MK inh pilot replicates | Spn DPM-DC inh | Spn DPM-DC inh pilot screen % | HPDE-C7K KRASV12 | HT1080 cytotoxicity | Alkaline phosphatase | PMK inhibit | PMK inhibit pilot replicates | LYP inhibition | HPDE-C7 viability | Bfl-1 inhibitors
CCOC(=O)Cn1nc(-c2ccc(C)cc2)ccc1=O | 5.0 | 0.0 | i | 3.0 | 2.1% | 28.2% | 3.5% | 15.0 | 4.5 | -2.3% | -13.4% | -2.5%
Cc1cc(C(=O)Nc2ccc(C(=O)O)cc2)c(-c2ccccc2)o1 | 6.0 | . | i | . | 4.6% | 9.5% | 4.2% | 10.0 | . | 12.7% | -1.0% | -4.7%
CCCn1c(N2CCN(S(=O)(=O)Cc3ccccc3)CC2)nc2ccccc21 | 2.0 | . | i | . | 3.9% | -13.6% | 9.3% | 8.0 | . | . | -4.6% | -11.0%
NC(=O)c1cc(N2C(=O)C3CC=CCC3C2=O)ccc1N1CCCCC1 (stereo not given) | 6.0 | . | i | . | -13.4% | -4.4% | 4.5% | 5.0 | . | 1.7% | 0.6% | -3.0%
COCCn1c(C2CCCCC2)nc2sc3ccccc3c(=O)c2c1=O | 16.0 | . | i | . | -18.5% | 0.7% | 21.1% | 11.0 | . | 7.1% | 3.6% | -8.4%
Cc1ccccc1Cn1nc(C)c(NC(=O)c2noc3c2CCCC3)c1C | 5.0 | 1.0 | i | 0.0 | 0.1% | -13.3% | 12.1% | 11.0 | 2.0 | . | -5.2% | -5.1%
O=C(Nc1ccc(Br)c(Cl)c1)C1CC1 | 9.0 | . | i | . | 2.0% | 1.3% | 3.7% | 9.0 | . | 10.9% | -0.4% | -2.4%
CC(C)CNS(=O)(=O)c1ccc(CCC(=O)NCc2ccco2)cc1 | 8.0 | 0.0 | i | 1.0 | -16.5% | 6.5% | 11.7% | 1.0 | 0.0 | 1.6% | -1.6% | -2.1%
COc1ccc(S(=O)(=O)N(CC(=O)Nc2cc(C)on2)Cc2ccccc2)cc1 | 4.0 | . | i | . | -10.1% | 1.0% | 8.6% | 10.0 | . | 13.3% | -4.1% | -5.9%
CCOC(=O)c1[nH]c(=O)[nH]c1CSCCO | 5.0 | . | i | . | 4.8% | . | 9.7% | 10.0 | . | 3.4% | 9.2% | -12.4%
CN1C(=O)/C(=C2/C=CC=CN2C)OC1=S | 3.0 | . | i | . | -24.5% | -6.4% | 14.7% | 0.0 | . | -0.4% | 7.8% | -11.9%
CCN(C)c1ccc(/C=N\n2nnnc2N)cc1 | 9.0 | . | i | . | 37.3% | 6.6% | 2.3% | 10.0 | . | . | 51.3%* | -7.9%
CCCN1C=CC(=C2C(=O)c3ccccc3C2=O)C=C1 | 2.0 | 0.0 | i | 0.0 | -3.5% | . | 20.8% | 0.0 | 3.5 | -2.0% | 3.6% | -10.7%
COC(=O)c1ccc(CN(c2ccc(C)cc2)S(=O)(=O)c2ccc3c(c2)OCCO3)o1 | 0.0 | . | i | . | 7.1% | 22.5% | -3.7% | 12.0 | . | 15.5% | 3.4% | 3.0%
O=C(CSc1nc2ccccc2o1)N1CCN(c2ccc(Cl)cc2)CC1 | 11.0 | 1.5 | i | 0.5 | 13.2% | 1.2% | 13.2% | 10.0 | 3.0 | . | -0.5% | -1.3%
Cc1cc(C)nc(SCc2n[nH]c(=S)n2C)n1 | 4.0 | . | i | . | . | -3.1% | . | 0.0 | . | 4.2% | . | .
CCC(C(=O)Nc1nnc(-c2ccco2)s1)c1ccccc1 (stereo not given) | 3.0 | . | i | . | 7.7% | 4.8% | 6.8% | 10.0 | . | . | -14.0% | -4.1%
CN(O)/C=c1/ccc2c(n1)C(=O)C=CC=2 | 3.0 | . | i | . | -1.9% | 4.7% | -5.6% | 0.0 | . | 7.2% | 15.7% | 3.7%
Cc1cccc(-n2ncc3c(NCCN4CCOCC4)ncnc32)c1 | 18.0 | . | i | . | -1.7% | 3.7% | 0.9% | 0.0 | . | 3.1% | 2.0% | 4.4%
CCCCn1c(=NC(=O)c2ccco2)c(C(=O)OCC)cc2c(=O)n3ccccc3nc21 | 12.0 | . | . | . | 4.2% | -7.3% | 5.0% | 0.0 | . | -6.0% | -2.7% | -5.9%
CC(OC(=O)c1cc(=O)[nH]c2ccccc12)c1ccccc1 (stereo not given) | 14.0 | . | i | . | -0.6% | -4.2% | 8.9% | 10.0 | . | 0.6% | -10.7% | -8.1%
O=S(=O)(c1ccc(NCC2CCCCC2)nc1)N1CCOCC1 | 0.0 | . | i | . | 10.0% | -3.8% | 2.9% | 16.0 | . | 2.4% | -6.4% | -11.3%
O=C(CSc1ncnc2c1oc1ccccc12)Nc1ccccc1C(F)(F)F | 2.0 | 0.0 | i | 3.5 | 8.3% | -3.6% | 16.1% | 3.0 | 1.0 | . | 4.2% | 7.0%
CC(=O)N(Cc1cccnc1)Cc1cc2ccc(C)cc2[nH]c1=O | 8.0 | . | i | . | -23.6% | -6.4% | 7.9% | 11.0 | . | 8.4% | -23.6% | -6.8%
CN(C)c1nc(NS(=O)(=O)c2ccc(Cl)cc2)nc(N(C)C)n1 | 10.0 | . | i | . | -10.1% | 35.3% | 8.4% | 0.0 | . | . | -6.9% | -5.5%
CC1CCCCC1NC(=O)CSc1nnc(COc2ccccc2Cl)o1 (stereo not given) | 3.0 | . | i | . | 5.9% | -3.2% | 4.2% | 9.0 | . | . | -6.2% | -9.6%
O=C1CC(N2CCN(C/C=C/c3ccccc3)CC2)C(=O)N1Cc1cccs1 (stereo not given) | 4.0 | . | i | . | 0.3% | -1.8% | -4.1% | 0.0 | . | 14.8% | -8.4% | 0.3%
CCN(C(=O)c1cc(Cl)ccc1OC)c1ccccc1 | 19.0 | 0.0 | i | 2.5 | -1.2% | 0.1% | 13.9% | 9.0 | 3.0 | 7.4% | -10.0% | -2.4%
CCOc1ccc(N(CC(=O)Nc2cccc(OC)c2)S(=O)(=O)c2c(C)noc2C)cc1 | 9.0 | 3.0 | i | 0.5 | -4.2% | -1.8% | 18.8% | 19.0 | 4.0 | 11.6% | -24.8% | -3.6%
Cc1ccn(C(=O)c2ccc(NC(=O)C3CCCCC3)cc2)n1 | 5.0 | . | i | . | 12.7% | 1.3% | 10.4% | 11.0 | . | 7.9% | 3.3% | -12.0%
O=C(CN1C(=O)NC2(CCSC2)C1=O)N1CCN(c2ccc(F)cc2)CC1 (stereo not given) | 6.0 | . | . | . | -0.9% | -5.9% | 10.8% | 0.0 | . | . | -1.6% | -5.0%
CCOc1ccccc1NC(=O)C1CCCN(S(=O)(=O)c2cccc3nsnc23)C1 (stereo not given) | 7.0 | . | i | . | -2.9% | 8.3% | 10.4% | 7.0 | . | 0.9% | -7.3% | -9.2%
Cc1ccc2cccc(S(=O)(=O)Nc3c(C)n(C)n(-c4ccccc4)c3=O)c2n1 | 11.0 | . | i | . | 1.6% | -5.3% | 10.8% | 13.0 | . | 0.1% | -4.6% | 1.8%
Cc1ccc(C)c(-c2nnc(OCC(=O)Nc3cc(C)on3)c3ccccc23)c1 | 5.0 | . | i | . | -2.4% | 1.9% | 8.0% | 12.0 | . | 8.3% | 10.0% | -6.2%
CCC(=O)N1CCc2cc(Br)cc(S(=O)(=O)CCC(=O)NCC3CCCO3)c21 (stereo not given) | 10.0 | 0.0 | i | 1.0 | 1.7% | 0.5% | 16.2% | 1.0 | 3.5 | . | -8.8% | -2.3%
COCCCNC(=O)CCc1nc2cccnc2n1Cc1ccc(OC)cc1 | 0.0 | 5.5 | i | 4.0 | 7.3% | 30.3% | 14.1% | 3.0 | 7.5 | 1.2% | -22.4% | -7.5%
O=S(=O)(NCc1cn2ccccc2n1)c1cc(F)ccc1F | 0.0 | 0.0 | i | 0.0 | -24.9% | 1.8% | 3.2% | 18.0 | 2.0 | . | -5.6% | -4.6%
CCCC1Cc2c(sc3ncnc(N)c23)CO1 (stereo not given) | 0.0 | 0.0 | i | 0.0 | 7.2% | 0.0% | 20.4% | 14.0 | 0.0 | 11.7% | 8.4% | 6.4%
COc1ccc(C(=O)NCCn2ccc3ccccc32)c(OC)c1 | 3.0 | 0.0 | i | 0.0 | -8.9% | 9.6% | 1.2% | 3.0 | 0.0 | . | -17.6% | 7.7%
COc1ccc(C2C(C(=O)NCc3ccco3)CCC(=O)N2c2ccc(OC)cc2)cc1 (stereo not given) | 3.0 | . | i | . | 1.2% | -0.5% | 5.8% | 3.0 | . | 22.6% | -10.6% | -1.6%
COc1ccc(O)c(C=Nc2cc(C)on2)c1 | 7.0 | . | i | . | -2.2% | -3.0% | 9.3% | 4.0 | . | . | -14.1% | -5.8%
CCOC(=O)c1ccc(NS(=O)(=O)c2cc(-c3nnnn3CC)ccc2OC)cc1 | 5.0 | . | i | . | 3.1% | -5.8% | 9.1% | 6.0 | . | -5.7% | -10.3% | -4.2%
COC(=O)c1ccccc1NC(=O)NC1CCN(Cc2ccccc2)CC1 | 12.0 | . | i | . | . | 3.1% | 11.1% | 7.0 | . | 1.1% | . | -3.0%
O=C(Cn1nnc2ccccc2c1=O)NC1CCCc2ccccc21 (stereo not given) | 8.0 | 4.0 | i | 3.5 | 8.0% | -2.7% | 9.7% | 23.0 | 4.5 | -8.4% | -10.4% | -1.9%
O=C(OCC(=O)N1CCCC1)c1ccccc1OCc1ccccc1 | 0.0 | 1.0 | i | 0.0 | 3.2% | -2.3% | 8.6% | 20.0 | 6.5 | -4.5% | -5.6% | -0.8%
CCOc1ccc(C2=CS/C(=C(\C#N)c3nnc4n3CCCCC4)N2CC)cc1 | 14.0 | . | i | . | 13.8% | -1.2% | 8.8% | 1.0 | . | 13.6% | 7.9% | 12.6%
CC1(C)CC(=O)C2=C(C1)NC(SCC(=O)Nc1ccccc1)=C(C#N)C2c1ccco1 (stereo not given) | 8.0 | . | i | . | -6.1% | 3.7% | 7.2% | 4.0 | . | 11.3% | -16.1% | -2.0%
COc1ccccc1NC(=O)CSc1ccc2nnc(-c3ccccn3)n2n1 | 7.0 | . | i | . | 6.2% | 1.1% | 12.0% | 4.0 | . | . | -5.2% | 3.4%

A different layout for part of the listing above.
Value order – Spn MK inh, Spn MK inh pilot replicates, Spn DPM-DC inh, Spn DPM-DC inh pilot screen %, HPDE-C7K KRASV12, HT1080 cytotoxicity, Alkaline phosphatase, PMK inhibit, PMK inhibit pilot replicates, LYP inhibition, HPDE-C7 viability, Bfl-1 inhibitors
> COC(=O)c1ccccc1NC(=O)NC1CCN(Cc2ccccc2)CC1
  12.0, ., i, ., ., 3.1%, 11.1%, 7.0, ., 1.1%, ., -3.0%
> O=C(Cn1nnc2ccccc2c1=O)NC1CCCc2ccccc21 (stereo not given)
  8.0, 4.0, i, 3.5, 8.0%, -2.7%, 9.7%, 23.0, 4.5, -8.4%, -10.4%, -1.9%
> O=C(OCC(=O)N1CCCC1)c1ccccc1OCc1ccccc1
  0.0, 1.0, i, 0.0, 3.2%, -2.3%, 8.6%, 20.0, 6.5, -4.5%, -5.6%, -0.8%

Screens (PubChem BioAssay)
